MCF10A rerep: inducers of DNA re-replication in MCF 10A breast cells; MCF 10A DNA re-replication, Hoechst nuclear intensity, 48 h; Potency, µM (top dose mostly 46.1 µM), without a hit: at the top dose activity, positive = re-replication, usual class: activators; 350,000 tested, 2.9% active; also: potency is read from the fitted curve at half-maximal effect; % of control where 0% means no effect; nearly all actives have a fitted effect of over 50% in size
HT1080-NT tox: kills 2HG-producing HT-1080-NT fibrosarcoma cells | HT-1080-NT fibrosarcoma viability, CellTiter-Glo ATP luminescence, 48 h | AID 686970 | 360,000 tested, 1.6% active | Potency, µM (doses to about 46.1 µM), for inactives: top-dose activity, negative = less viability, hits mostly cytotoxic;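 also: NT is the 2HG producing partner of a matched IDH1 knockdown line; potency is read from the fitted curve at half-maximal effect; 0% = DMSO-treated cells and -100% = media-only wells without cells; nearly all actives have a fitted effect of over 55% in size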
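A 48-hour cytotoxicity screen used HT-1080-NT cells plated 2 hours before compound delivery. ATP-based CellTiter-Glo luminescence measured viability, normalized to DMSO and no-cell controls.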
S2 tox: viability counter-screen for ATXN expression inhibitors; S2 cells (HEK-293 line with an ATXN2-luciferase reporter) viability, CellTiter-Fluor protease fluorescence, 24 h; Potency, µM (series often up to 56.7 µM), usual class: cytotoxic; 400,000 tested, 0.49% active; also: potency is read from the fitted curve at half-maximal effect; nearly all actives have a fitted effect of over 40% in size
KB-3-1 cytotox: KB-3-1 parental cell cytotoxicity; KB-3-1 viability, CellTiter-Glo ATP luminescence, 72 h; Potency, µM (titrated, usually from 46.1 µM), inactives show top-dose activity change, negative = cytotoxic, most hits filed as cytotoxic; 400,000 tested, 1.4% active; also: potency is read from the fitted curve at half-maximal effect; % is scaled to controls: 0 for no effect and ±100 for the full control effect; nearly all actives have a fitted effect of over 60% in size
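Cells are dispensed, compounds pinned in, plates held at 37 °C for 72 h, then CellTiter-Glo is added and luminescence read after 10 minutes. Cell line: parental KB-3-1 in phenol-red-free DMEM, 10% FBS.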
SW480 rereplic: DNA re-replication induction in SW480 cells; SW480 DNA re-replication, Hoechst DNA content imaging, 48 h; Potency, µM (series often up to 46.1 µM), for inactives: at the highest dose re-replication activation, hits mostly activators; 340,000 tested, 1.8% active; AID 624297; also: potency is read from the fitted curve at half-maximal effect; % of control where 0% means no effect; nearly all actives have a fitted effect of over 55% in size
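250 cells/well; 23 nL cpd via pin tool; 48 hr, 37 C, 5% CO2; Hoechst 40 min; imager read of total nuclear intensity, ex 405/em 500-530 nm.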
HepG2 viability: counter-screen for TGF-b inhibitors: cytotoxicity in HepG2 cells; HepG2 CAGA-GFP viability, ATP luminescence, 18 h; Potency, µM (top dose mostly 46.1 µM), inactives show top-dose activity change, negative = cytotoxicity, usual class: cytotoxic; 410,000 tested, 0.76% active; AID 588856; also: potency is read from the fitted curve at half-maximal effect; some results filed as inactive show a strong effect at the top dose
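CellTiter-Glo luminescence gave cytotoxicity after 18 hours at 37 degrees C. The cells were HepG2 CAGA-GFP in 1% FBS DMEM, stimulated with 500 pg/mL TGF-beta after compound addition. %Activity was normalised to no-cell wells (complete cell-killing) and DMSO (no toxicity), and curves were fitted and classified.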
ATXN2 expr inh: ATXN2 expression inhibition; 360,000 tested, 0.72% active; HEK-293 ATXN2-luciferase reporter, luminescence, 24 h; Potency, µM (titrated, usually from 57 µM), for inactives: at the highest dose activity change, negative = inhibition, most hits filed as inhibitors; also: potency is read from the fitted curve at half-maximal effect; % is scaled to controls: 0 for no effect and ±100 for the full control effect; nearly all actives have a fitted effect of over 55% in size
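qHTS (up to 57 uM final) was run with 24 h compound exposure of reporter cells at 37 °C. Each well was multiplexed: SteadyGlo luminescence measured ATXN2-luciferase expression after a fluorogenic Gly-Phe-AFC viability readout (25 uM final).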
IL-1B inflam inh: inhibitors of inflammasome signaling (IL-1 beta secretion) | THP-1 LPS/ATP IL-1B secretion, AlphaLISA, 16 h; hits give low values | AID 743279 | activity change, % at 57.5 µM | 360,000 tested, 4.7% active; in the data active = activity change below about -50%; inconclusive = mostly about -30% to -49%; also: % is scaled to controls: 0 for no effect and ±100 for the full control effect
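THP-1 cells pretreated 1 hr with compounds (up to 57.5 uM final), then stimulated with LPS (250 ng/mL final) plus ATP (1.25 mM final); secreted IL-1B measured by AlphaLISA after 16 hr, decreased signal indicating inhibition.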
HT1080 IDH1KD tx: HT-1080 IDH1 knockdown cell toxicity (counter line). HT-1080 IDH1 knockdown viability, ATP luminescence, 48 h. Potency, µM (series often up to 46.1 µM), without a hit: at the top dose activity, negative = toxicity, usual class: cytotoxic. 360,000 tested, 2% active;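 also: potency is read from the fitted curve at half-maximal effect; 0% = DMSO wells and -100% = cell-free medium wells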
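After a 2 h attachment period, IDH1KD HT-1080 cells took pin-transferred compound for 48 h at 37 °C; ATP-based luminescence after 10 min room-temperature reagent incubation reported viability.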
Starred values were filed as active, the others as inactive; i = inactive; ? = inconclusive; nt = no result given; & = joins results of further samples; [ ] = dose if it differs, or a comment. Unless noted, calls follow the shape of the dose curve; as a rule, active = well fitted curve in the direction sought with a large enough effect; inconclusive = small, poorly fitted or top-dose-only effect, or another doubt; inactive = no such curve, though single readings can be large; an effect the other way counts as inactive or inconclusive.

SMILES | MCF10A rerep | HT1080-NT tox | S2 tox | KB-3-1 cytotox | SW480 rereplic | HepG2 viability | ATXN2 expr inh | IL-1B inflam inh | HT1080 IDH1KD tx
Cc1nc2nc(-c3ccccc3)nn2c(C)c1C | 3% | -9% | i | -8% | -7% | -20% | nt | 44 | 0%
CCC(C)(C)C1CCC2(CC1)NC(=O)N(CC(=O)NCCCc1ccccc1)C2=O (stereo unspecified) | 11% | -25% | i | ? | 11% | -23% | -5% | ? | ?
Cc1ccc(O)c(NC(=O)c2cc(-c3ccc4c(c3)OCO4)on2)c1 | nt | nt | i | -1% | nt | -1% | 4% | nt | nt
COc1ccccc1C(C)NC(=O)c1ccccc1SCC(=O)N1CCCC1 (stereo unspecified) | ? | -9% | i | -2% | ? | -15% | 8% | 6 | -16%
COc1ccc(OCCSc2nc3ccccc3n2CCC(=O)O)cc1 | -2% | -5% | i | 7% | 5% | 6% | 1% | 4 | 1%
Cc1ccc(C)c(S(=O)(=O)N2CCN(C(=O)c3ccc4ccccc4n3)CC2)c1 | 25% | 1% | i | -16% | 4% | -15% | -22% | -5 | 3%
Cc1cccc(-c2noc(CN(C(=O)COc3ccc(C(C)C)cc3)C(C)C)n2)c1 | nt | nt | ? | -5% | nt | -34% | ? | nt | nt
CS(=O)(=O)N(CC(=O)Nc1ccc2c(c1)OCO2)Cc1ccc(Cl)cc1 | -1% | -3% | i | -5% | -5% | -13% | -3% | -12 | -13%
CCC1(c2ccccc2)NC(=O)N(CC(=O)NCc2ccccc2OC)C1=O (stereo unspecified) | -19% | 1% | i | 6% | 9% | -4% | 3% | -7 | 0%
O=C(N/N=C1\CCS(=O)(=O)c2ccc(F)cc21)c1ccc(O)cc1 | -16% | 0% | i | 10% | 7% | -11% | -8% | 3 | 1%
CCOC(=O)Cn1nnc(-c2ccc(SC)cc2)n1 | 0% | 6% | i | 3% | 1% | 0% | 5% | 17 | 11%
O=C(CSc1nnc(CNC(=O)c2ccccc2)n1-c1cccc(Cl)c1)Nc1ccccc1F | nt | nt | i | 11% | nt | -3% | -6% | nt | nt
CCN(CC(=O)Nc1ccc(Cl)c(S(=O)(=O)N(C)C)c1)Cc1nc2ccccc2c(=O)[nH]1 | 11% | -3% | i | 8% | -4% | 0% | -27% | -4 | 0%
CC(C)(C)OC(=O)N1CCC(C(=O)Nc2ccc(C(=O)NC3CC3)cc2)CC1 | 0% | 0% | i | 0% | -2% | -1% | 2% | 11 | 4%
COc1ccc(Cn2c(C3CC3)nc3ccc(NC(=O)c4cccnc4)cc3c2=O)cc1 | 1% | 10µM* | ? | 5.8µM* | ? | -13% | 11% | -70* | 10µM*
Cc1c(NC(=O)CCSc2ccc(Cl)cc2)c(=O)n(-c2ccccc2)n1C | 0% | -1% | ? | -7% | 0% | -2% | -3% | 8 | -4%
C/C=C1\COC(C(=O)NCc2cccc(OC)c2OC)(C(F)(F)F)C=C1C=C1CCCCC1 (stereo unspecified) | ? | ? | i | -5% | 1% | -18%&-23% | -26% | ? | ?
O=C1Nc2ccccc2N(O)N1c1ccc(S(=O)(=O)Nc2ccccn2)cc1 | 6% | -3% | i | -5% | ? | 0% | nt | -3 | -12%
COC1=C(Nc2ccc(OC)cc2)C(=O)c2ccccc2C1=O | ? | -6% | ? | -9% | 23µM* | -58% | 3% | ? | -15%
Cc1ccc(Cn2ccc(C3CC3)n2)cc1 | 0% | 6% | i | -8% | -5% | 4% | 43%[activator] | 20 | 3%
COc1cccc2cc(C(=O)C3=C(O)C(=O)N(c4cc(C)on4)C3c3cccs3)oc12 (stereo unspecified) | -16% | ? | i | 0% | -17% | -38% | -14% | 16 | ?
CC(=O)Nc1ccc(NC(=O)C(C)OC(=O)C2CC3C=CC2C3)cc1 (stereo unspecified) | -7% | 7% | i | 4% | -7% | -11% | 6% | 8 | -2%
COC(=O)C1C(c2ccc(OC)c(OC)c2)NC(c2ccc(OC)c(OC)c2)C(C(=O)OC)S1(=O)=O (stereo unspecified) | -2% | 1% | i | -7% | -3% | -7% | -2% | 23 | -5%
COc1ccc(NS(=O)(=O)c2ccc(NC(=S)NC(=O)c3ccc(Br)cc3)cc2)nn1 | 4% | 2% | i | 0% | -1% | 4% | 0% | 10 | 16%
C=CCn1c(SCC(=O)N2CCCCC2)nc(O)cc1=O | -1% | 0% | i | 7% | -1% | 0% | -5% | 27 | 1%
Cc1ccc(NC(=O)CCC(=O)NNC(=O)c2cccc([N+](=O)[O-])c2)cc1C | -3% | 3% | i | 2% | -1% | -13% | -2% | -11 | 0%
Cn1nnnc1SCCCNCc1cccc(OCc2ccccc2)c1 | nt | nt | ? | 7% | nt | -23% | -11% | nt | nt
CCC1([N+](=O)[O-])COC(C=Cc2ccccc2)OC1 (stereo unspecified) | -11% | -1% | i | -1% | -3% | -4% | 37%[activator] | -19 | 0%
O=C(NCc1ccccc1Cl)c1cccc(C(F)(F)F)c1 | -11% | 18% | i | -1% | -5% | 2% | -8% | -80* | 11%
CC1CCCC(NC(=O)c2ccc3c(c2)OCO3)C1C (stereo unspecified) | -15% | -2% | i | -4% | -5% | -12% | 25% | -15 | 1%
O=C1N/C(=C/c2cccs2)C(=O)N1Cc1ccc(Br)cc1 | 3% | 0% | i | 6% | 0% | -5% | -12% | 34 | -13%
CCOC(=O)c1cnn2c(C(F)(F)F)cc(-c3cn(C)nc3C)nc12 | -4% | -9% | ? | 13% | -1% | -11% | 7% | -4 | 0%
Cc1cccc(N2CCN(C(=O)COc3ccc4c(c3)CCC4)CC2)c1C | ? | 0% | i | ? | -72%[inhibitor] | -39% | 4% | -4 | -4%
Cc1ccc2nc(NC(=O)CN3CCN(c4ccccn4)CC3)sc2c1 | ? | 7% | i | 0% | 25% | -1% | -22% | ? | 4%
CC1CCCCC1NC(=O)c1cc2ccccc2o1 (stereo unspecified) | ? | 6% | i | -1% | 10% | -21% | 7% | 45 | 9%
C=CCn1c(=O)c2ccc(C(=O)NCc3ccccc3)cc2n(Cc2ccccc2Cl)c1=O | 2% | -3% | i | 20% | -59%[inhibitor] | -1% | -5% | 11 | 6%
CCN(CC)CCN1C(=O)C(O)=C(C(=O)c2cc3ccccc3o2)C1c1cccnc1 (stereo unspecified) | 2% | 14% | i | 19% | 0% | 5% | 7% | 13 | 13%
O=C(CCC(=O)Nc1cccc([N+](=O)[O-])c1)N/N=C/c1cccs1 | 6% | -19% | i | -5% | ? | -10% | -21% | 21 | -10%
Cn1c(=O)c2sccc2n2c(CCCC(=O)Nc3ccccc3)nnc12 | ? | 4% | i | 1% | -16% | -15% | nt | -7 | 5%
COc1ccc(C(=O)Nc2ccc(C(=O)NCCc3ccc(OC)c(OC)c3)cc2)cc1 | 0% | -4% | i | -2% | 1% | -4% | nt | 0 | -15%

Ordered by the number under SW480 rereplic (largest number first): 4 of the compounds above.
SMILES | SW480 rereplic | IL-1B inflam inh
O=C1N/C(=C/c2cccs2)C(=O)N1Cc1ccc(Br)cc1 | 0% | 34
CCOC(=O)c1cnn2c(C(F)(F)F)cc(-c3cn(C)nc3C)nc12 | -1% | -4
CC(=O)Nc1ccc(NC(=O)C(C)OC(=O)C2CC3C=CC2C3)cc1 (stereo unspecified) | -7% | 8
Cn1c(=O)c2sccc2n2c(CCCC(=O)Nc3ccccc3)nnc12 | -16% | -7

(cont.)
SMILES | MCF10A rerep | HT1080-NT tox | S2 tox | KB-3-1 cytotox | SW480 rereplic | HepG2 viability | ATXN2 expr inh | IL-1B inflam inh | HT1080 IDH1KD tx
O=C(CN1C(=O)CCSc2ccccc21)Nc1cccc(F)c1 | -28% | 9% | i | 12% | -3% | 3% | 7% | 6 | -2%
CC(C)NC(=O)CC(=O)N/N=C/c1ccccc1F | 0% | 25% | i | 5% | -8% | 0% | 1% | 0 | 12%
CCCCCN(C(=O)CCC(=O)OCc1ccc(C(C)C)cc1)c1c(N)n(CCCC)c(=O)[nH]c1=O | 23µM* | -6% | i | -3% | 22% | -47% | ? | -15 | -14%
COc1ccc(CN(C)C(=O)CCN=C2NS(=O)(=O)c3ccccc32)c(OC)c1 | 3% | -14% | i | 13% | -35%[inhibitor] | -5% | -3% | 23 | -14%
Cc1ccc([N+](=O)[O-])cc1NC(=O)CNC1CCCCC1 | -12% | 4% | i | 9% | -7% | 3% | 14% | 4 | -3%
CC1CCCC(C)N1CCCNC(=O)CCn1c(=O)c2cccn2c2cccnc21 (stereo unspecified) | 2% | 2% | i | 13% | ? | -3% | 11% | -23 | 9%
O=C(Nc1ccccc1)c1nnsc1S(=O)c1ccc(Cl)cc1 (stereo unspecified) | ? | ? | ? | ? | 23µM* | -89% | ? | -107* | -22%[9.24 µM]
COc1cccc(/C=N/NC(=O)c2ccc(CN3c4cccc5cccc(c45)S3(=O)=O)cc2)c1 | 5% | 0% | i | -19% | -3% | -28% | -19% | -5 | -4%
COc1cc(CC(=O)N2CCN(S(=O)(=O)c3ccc(C)cc3)CC2)cc(OC)c1OC | 8% | 5% | i | -6% | -1% | -13% | nt | -16 | 0%
O=C(CN1C(=O)C2CCCCC2C1=O)OCC(=O)c1ccc(F)cc1 (stereo unspecified) | -4% | 1%[9.24 µM] | i | -15% | -3% | -3% | 2% | 1 | 2%
COc1cc(OC)c(NC(=O)N2CCCn3nc(C)cc32)cc1Cl | nt | nt | i | 8% | nt | 3% | 10% | nt | nt
CCc1nc2ccc(C(=O)NCCCn3ccnc3)cn2c1N(C)Cc1nccs1 | nt | 17% | i | 0% | nt | 1% | 12% | 25 | 11%
Cc1ccccc1-c1nc(-c2ccc(NC(=O)c3cccs3)cc2)no1 | ? | -11% | i | -16% | 11% | -12% | 21% | ? | ?

Compound activity from PubChem.

The order is random, and some 8.9% of all compounds hit somewhere here.
